High-throughput results deposited in PubChem BioAssay by National Center for Advancing Translational Sciences (NCATS).
hERG WT inh: inhibitors of human wildtype KCNH2 potassium channel; Q12809; U2OS, BacMam KCNH2, thallium flux FluxOr; stronger effect = lower value; activity change, % at 1.84 µM; 340,000 tested, 0.37% active; AID 720551;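 active = maximum activity change below -70%; inconclusive = maximum activity change between -70% and -50%; inactive = maximum activity change above -50%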; also: % is scaled to controls: 0 for no effect and ±100 for the full control effect
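U2OS cells transduced with wild-type KCNH2 virus are loaded with FluxOr dye for 45 min, and thallium flux is measured in kinetic reads before and after stimulation buffer. Rate constants are normalized to DMSO controls.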
B2AR arrestin: recruits beta-arrestin to the human beta2-adrenergic receptor; beta-arrestin recruitment to beta2AR, cell-based reporter; Potency, µM (doses to about 46.1 µM), without a hit: at the highest dose activation, most hits filed as activators; 330,000 tested, 0.02% active; AID 492947;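 also: potency is read from the fitted curve at half-maximal effect; 0% = DMSO controls and full agonism = EC100 isoproterenol or metaproterenol; nearly all actives have a fitted effect of over 65% in size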
MLL CXXC-DNA inh: blocks binding of human MLL CXXC domain to DNA; AID 2662; MLL-CXXC / FITC-HOXA9 DNA fluorescence polarization; Potency, µM (series often up to 115 µM), for inactives: top-dose activity change, negative = inhibition, hits mostly inhibitors; Q03164; 290,000 tested, 0.037% active; active = well fitted inhibition curve with a large enough effect in the polarisation, with a control signal flat, not every such curve was filed as active; inconclusive = small, poorly fitted or top-dose-only effect, or effect the other way, or a change in a side signal; inactive = no such curve, though single readings can be large or run the other way; the % refers to the polarisation; also: potency is read from the fitted curve at half-maximal effect
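Purified MLL-CXXC (added from a 7 uM solution) was preincubated 5 min at ambient with pinned compounds in 50 mM Tris-HCl pH 7.5, 50 mM NaCl, 1 mM DTT, 0.05% BSA. Fluorescein-labeled HOX-A9 DNA (50 nM solution) followed, 30 min, then polarization read.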
USP2a block: USP2a (human) protease inhibition; USP2 core, Ub-CHOP2 coupled fluorogenic reporter, 485/531; Potency, µM (titrated, usually from 38.3 µM), inactives show at the top dose activity change, negative = inhibition, hits mostly inhibitors; 330,000 tested, 0.01% active; AID 463254;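 also: potency is read from the fitted curve at half-maximal effect; plate controls were DMSO wells for no effect and full inhibition by NEM control for full effect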
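Cell-free coupled assay: 10nM USP2 core preincubated 30min RT with compound in Tris-HCl pH 8.0/CaCl2/CHAPS buffer, then 25nM Ub-CHOP2 and 25nM reporter substrate; fluorescence (Ex 485/Em 531) read after 60min RT, normalized to NEM inhibition, concentration-response curves fitted.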
Menin MLL FP TR: displaces Texas Red mutant MLL peptide from human menin; Potency, µM (highest dose often 61.6 µM), inactives show at the top dose FP activity change, negative = inhibition, most hits filed as inhibitors; O00255; Menin + Texas Red MLL mutant peptide, fluorescence polarization; 270,000 tested, 0.23% active; active = well fitted inhibition curve with a large enough effect in the polarisation, with a control signal flat, not every such curve was filed as active; inconclusive = small, poorly fitted or top-dose-only effect, or effect the other way, or a change in a side signal; inactive = no such curve, though single readings can be large or run the other way; the % refers to the polarisation; also: potency is read from the fitted curve at half-maximal effect; % of control where 0% means no effect; many of its hits are not listed in these tables
Target sequence (O00255 whole entry, looked up): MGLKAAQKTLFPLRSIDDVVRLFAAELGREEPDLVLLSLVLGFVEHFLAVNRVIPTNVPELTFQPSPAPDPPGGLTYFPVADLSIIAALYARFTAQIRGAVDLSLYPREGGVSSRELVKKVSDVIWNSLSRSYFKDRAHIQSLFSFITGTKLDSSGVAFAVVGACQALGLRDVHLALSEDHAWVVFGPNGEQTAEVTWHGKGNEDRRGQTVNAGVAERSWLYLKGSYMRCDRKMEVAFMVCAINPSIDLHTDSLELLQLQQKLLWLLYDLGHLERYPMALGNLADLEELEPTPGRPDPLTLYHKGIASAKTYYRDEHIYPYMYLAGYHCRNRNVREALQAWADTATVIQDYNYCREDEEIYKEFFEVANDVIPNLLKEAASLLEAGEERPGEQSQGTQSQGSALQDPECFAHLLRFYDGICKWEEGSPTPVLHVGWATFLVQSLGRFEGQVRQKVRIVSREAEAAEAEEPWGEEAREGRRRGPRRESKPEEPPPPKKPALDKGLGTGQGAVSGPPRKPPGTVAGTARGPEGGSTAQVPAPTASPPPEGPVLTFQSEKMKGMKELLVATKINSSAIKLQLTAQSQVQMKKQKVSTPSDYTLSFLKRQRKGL
FBPA coupling cs: inhibits coupling enzyme system, counter-screen for aldolase hits; activity change, negative = inhibition, % at 58.2 µM, hits read low; 290,000 tested, 0.67% active; coupling enzyme system counterscreen, AmpLite Red fluorescence; in the data active = activity change below about -30%; also: % is scaled to controls: 0 for no effect and ±100 for the full control effect
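Fluorescence at 525 nm excitation and 598 nm emission measured inhibition of the coupled detection system without aldolase. Compounds (at 57.5 uM final) were preincubated 10 min at room temperature with coupling enzyme reagent before a 20 min substrate/AmpLite Red step.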
KCNH2 3.1 inh: inhibitors of human KCNH2 3.1 potassium channel isoform | U2OS KCNH2 3.1, thallium flux FluxOr; stronger effect = lower value | activity change, % (tested at about 1.8 µM) | 340,000 tested, 0.95% active | AID 720553;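 active = maximum activity change below -70%; inconclusive = maximum activity change from -70% to -50%; inactive = maximum activity change above -50%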;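 also: thallium influx rate constant from kinetic fluorescence after stimulation buffer; % is scaled to controls: 0 for no effect and ±100 for the full control effect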
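Channel expression came from 3.1 mutant virus (1.77 x 10^8 /mL) applied to suspended U2OS cells for 4 h. Flux was tracked with FluxOr dye plus Red40 quencher, and kinetic rate constants normalized to controls.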
GALK inh: inhibitors of human galactokinase | P51570 | Purified GALK, Kinase-Glo residual ATP luminescence | Potency, µM (series often up to 57.5 µM), inactives show top-dose activity change, negative = inhibition, actives largely listed as inhibitors | 270,000 tested, 0.007% active | AID 1868; also: potency is read from the fitted curve at half-maximal effect; % is scaled to controls: 0 for no effect and ±100 for the full control effect
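ATP-depletion format; final 35 uM ATP, 100 uM D-galactose, 5 nM enzyme; pH 8.0 HEPES/Mg2+ buffer; 60 min RT; luminescence read 10 min after detection reagent.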
TRPV1 ag: human TRPV1 agonism; Q8NER1; TRPV1-expressing cells, Fluo-8 calcium influx, agonist mode; activation, % at 8.33 µM; 320,000 tested, 0.19% active; in the data active = activation above about 80%; inconclusive = between about 30% and that limit; also: 0% is about no effect
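Fluo-8 calcium influx in TRPV1-expressing cells, kinetic read (ex 480/em 520 nm). Compound added and read 3 min for agonist activity, followed by capsaicin at EC20 final and 2 min further read for enhancement.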
PKM2 act: increases activity of human pyruvate kinase M2 | P14618 | purified PKM2, Kinase-Glo ATP luminescence, activation; response scale: 0% is enzyme alone, no compound | Potency, µM (top dose mostly 57.5 µM), without a hit: at the top dose activation, most hits filed as activators | 260,000 tested, 0.34% active; also: potency is read from the fitted curve at half-maximal effect; % is scaled to controls: 0 for no effect and ±100 for the full control effect; nearly all actives have a fitted effect of over 55% in size
Target sequence (P14618 whole entry, looked up): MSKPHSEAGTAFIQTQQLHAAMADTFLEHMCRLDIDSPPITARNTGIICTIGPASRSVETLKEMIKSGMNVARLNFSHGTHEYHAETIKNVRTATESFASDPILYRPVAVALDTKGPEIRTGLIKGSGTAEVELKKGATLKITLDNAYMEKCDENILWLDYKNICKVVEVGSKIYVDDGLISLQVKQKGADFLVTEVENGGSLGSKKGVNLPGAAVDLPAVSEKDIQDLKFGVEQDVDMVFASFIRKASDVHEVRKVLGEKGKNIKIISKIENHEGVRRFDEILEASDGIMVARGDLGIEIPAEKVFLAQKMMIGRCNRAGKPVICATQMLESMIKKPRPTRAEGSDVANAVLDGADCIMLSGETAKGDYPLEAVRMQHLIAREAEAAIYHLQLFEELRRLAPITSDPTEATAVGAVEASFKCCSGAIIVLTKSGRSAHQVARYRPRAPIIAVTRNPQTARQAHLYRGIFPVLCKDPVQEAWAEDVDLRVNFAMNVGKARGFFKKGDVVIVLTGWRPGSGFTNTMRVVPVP
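Kinase-Glo luminescence reports ATP generated from ADP (0.1 mM) and PEP (0.5 mM) by purified hPK-M2 after 1 h at room temperature, pH 7.2 imidazole buffer; intermediate enzyme activity allows detecting inhibitors and activators.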
Giardia killer: Giardia lamblia killing. Giardia lamblia trophozoite viability. 340,000 tested, 0.15% active. activity change, % at 7.66 µM, hits read low; in the data active = activity change below about -80%; inconclusive = between about -30% and that limit;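 also: parasites exposed to compound for two days anaerobically before the ATP read; % is scaled to controls: 0 for no effect and ±100 for the full control effect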
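Luminescence from cellular ATP indicates surviving trophozoites (100 cells/well) following 48 hrs anaerobic compound treatment at 37 deg C; signal develops 15-30 min at room temperature.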
* marks the source's active call; other numbers are inactive results; ? = inconclusive; / = not tested or not shown; [ ] = remark or other dose. Unless noted, calls follow the shape of the dose curve; as a rule, active = well fitted curve in the direction sought with a large enough effect; inconclusive = small, poorly fitted or top-dose-only effect, or another doubt; inactive = no such curve, though single readings can be large; an effect the other way counts as inactive or inconclusive. Some of the compounds tested; the hit share may differ from the screen's.

SMILES	hERG WT inh	B2AR arrestin	MLL CXXC-DNA inh	USP2a block	Menin MLL FP TR	FBPA coupling cs	KCNH2 3.1 inh	GALK inh	TRPV1 ag	PKM2 act	Giardia killer
CCOc1ccccc1NC=C1C(=O)OC2(CCCCC2)OC1=O	-11	-0.1%	4%	0%	7%	0	-2	-2%	?	-16%	-9
CN(C(=O)c1ccc(F)cc1)c1ccccc1C(=O)NCc1ccccc1	-4	-0.1%	4%	2%	5%	0	-15	-5%	0	0%	-4
COC(=O)COc1cccc(NC(=O)C(c2ccccc2)c2ccccc2)c1	-8	-0.4%	-2%	0%	40%[activator]	-1	1	0%	4	5%	11
Cc1cc(C)n(S(=O)(=O)c2ccc(C)c(C)c2)n1	-1	3.4%	4%	1%	-23%	0	-5	0%	6	3%[11.5 µM]	-2
Cc1nc(SC2CC(=O)N(c3ccc([N+](=O)[O-])cc3)C2=O)nc2c1CCCC2 (stereo not given)	10	0.3%	-8%	1%	27%	/	-8	0%	-2	0%	1
CC(=O)C1=C(O)C(=O)N(Cc2ccco2)C1c1cccc(F)c1 (stereo not given)	3	-0.2%	8%	1%	-5%	1	11	1%	-3	-1%	9
O=C(CCN1C(=O)c2ccccc2C1=O)Nc1ccccc1C(=O)N1CCOCC1	1	0.1%	-7%	3%	/	6	5	-2%	-2	2%	8
O=c1c(Cc2ccc(F)cc2)c(O)ccn1C1CCCCC1	20	-0.1%	-2%	2%	-5%	2	4	2%	2	7%	-6
COC(=O)Cc1ccc(NC(=S)Nc2cccc(C)n2)cc1	-1	-0.4%	-9%	-1%	11%	0	-2	2%	-1	3%	6
S=C(NCCSCc1c(Cl)cccc1Cl)Nc1ccccc1	-14	-0.9%	1%	-2%	24%	1	-14	3%	?	7%	-12
CN(C[C@@H](Cc1cccc2ccccc12)N(C[C@H](Cc1ccccc1)N(CCc1ccccc1)N=O)N=O)N=O	-13	-0.4%	-14%	-1%	10%	-4	8	0%	-1	-6%	-13
COC(=O)CC1=Nc2ccccc2NC(=O)C1	2	0.2%	-4%	0%	-4%	3	-5	-1%	2	-7%	-3
CC(C)(C)[C@H]1COC(=O)[C@H](NC(=O)OCC2c3ccccc3-c3ccccc32)C/C=C\C[C@@H](CC(=O)N[C@H](CO)Cc2ccccc2)C(=O)N1	-5	-0.1%	/	2%	/	/	-4	/	/	/	-11
CCCCNc1nc2c(c(=O)n(C)c(=O)n2C)n1Cc1cccc(OC)c1	5	0.2%	3%	0%	-7%	-8	-1	-3%	0	5%	1
O=c1[nH]c2c(Br)cnc([N+](=O)[O-])c2[nH]1	-3	-0.8%	-5%	-1%	/	1	17	/	-1	1%	-14

Overlap with the part before: two entries; new compounds follow.
SMILES	hERG WT inh	B2AR arrestin	MLL CXXC-DNA inh	USP2a block	Menin MLL FP TR	FBPA coupling cs	KCNH2 3.1 inh	GALK inh	TRPV1 ag	PKM2 act	Giardia killer
CCCCNc1nc2c(c(=O)n(C)c(=O)n2C)n1Cc1cccc(OC)c1	5	0.2%	3%	0%	-7%	-8	-1	-3%	0	5%	1
O=c1[nH]c2c(Br)cnc([N+](=O)[O-])c2[nH]1	-3	-0.8%	-5%	-1%	/	1	17	/	-1	1%	-14
CCOc1cc(C(=O)NCCC(=O)N2CCC3(CC2)NCCc2[nH]cnc23)cc(OCC)c1OCC	4	-0.1%	5%	1%	-8%	1	22	8%	2	/	2
CCCOc1ccccc1C(=O)N(Cc1cccs1)C1CCS(=O)(=O)C1 (stereo not given)	2	0.0%	-1%	2%	-13%	4	2	2%	-2	-4%	-8
CCN(C(=O)COC(=O)CCNS(=O)(=O)c1ccccc1F)c1c(N)n(Cc2ccccc2)c(=O)[nH]c1=O	0	-0.6%	/	6%	/	/	20	/	/	/	-6
CCC(NC(=O)CCl)c1ccc(C)cc1 (stereo not given)	-2	0.9%	6%	0%	-10%	0	2	1%	-4	0%	23
CC(=O)c1cccc(NC(=O)c2ccc3c(c2)C(=O)N(Cc2cccnc2)C3=O)c1	-12	-0.2%	5%	-1%	/	/	19	2%	14	-2%	6
COc1ccc(C(=O)n2nc(C)cc2Nc2ccccc2)cc1	-25	0.0%	17%	2%	12%	3	0	0%	0	-1%	55[activator]
O=C(CCN1C(=O)/C(=C\c2ccccc2)SC1=S)Nc1ccc(C(=O)O)cc1	-23	-0.7%	-20%	-1%	?	8	-1	-9%	0	0%	7
COc1cc(/C=N/N2CCN(C3c4ccccc4-c4ccccc43)CC2)ccc1O	-9	0.3%	12%	0%	?	5	1	0%	5	0%	-5
Cc1ccccc1NS(=O)(=O)c1cc(C(=O)NCCSC2CCCCC2)ccc1C	-4	-1.1%	12%	3%	-11%	-1	-11	0%	-4	0%	-11
O=C(CN1CCN(c2ccc(F)cc2)CC1)c1ccc(O)cc1O	-12	-0.2%	-2%	-2%	0%	1	-4	7%	-2	-3%[0.46 µM]	8
COc1ccccc1CCN1CCCC(CN(C)CC(C)(C)CO)C1 (stereo not given)	8	0.5%	10%	1%	-20%	2	5	3%	1	-1%	-1
COCCN1CCN(Cc2cn(C)nc2-c2ccc(Oc3ccccc3)cc2)CC1	1	0.2%	-15%	8%	/	3	-7	0%	6	2%	12
CCCCCCCOc1ccc(C2(C)NC(=O)NC2=O)cc1 (stereo not given)	1	0.5%	4%	5%	-1%	-1	1	-6%	1	-3%[11.5 µM]	4
O=C(NCc1cccc(F)c1)c1cccc2c1C(=O)c1ccc(Cl)cc1S2(=O)=O	3	0.0%	/	3%	/	/	13	/	/	/	8
COc1ccc(-c2cc(C(F)F)n3ncc(C(=O)N4CCc5ccccc54)c3n2)cc1	/	-0.1%	-1%	3%	-9%	0	9	1%	3	-5%	-9
Cc1ccc(OCC(=O)Nc2ccc(-n3cnnn3)cc2)c(C)c1	-4	-0.2%	/	-1%	/	/	-10	/	?	/	-11
O=C(NCC1CCCO1)c1ccc(Cl)c(F)c1F (stereo not given)	-1	-0.2%	8%	0%	-10%	0	9	-1%	8	5%	-7
Cc1ccc(NC(=O)CNC(=O)c2ccc(Oc3ccccc3)cc2)nc1	24	-0.1%	/	-1%	/	/	-9	/	21	/	-5
Cc1cc(NC(=O)CSc2nnc(-c3ccncc3)n2-c2ccccc2)no1	/	0.1%	6%	0%	-3%	-1	11	-4%	2	6%	29
COc1cc(CNc2ccc3[nH]c(=O)[nH]c3c2)ccc1OCc1ccc(Cl)cc1	-4	0.2%	-7%	-2%	?	3	-9	0%	23	2%	5
COCC1CCCCN1C(=O)c1ccc2oc(CCc3ccccc3)nc2c1 (stereo not given)	-8	-0.3%	-4%	-1%	-26%	0	3	1%	10	4%	7
c1ccc(CN2CCN(Cc3cn4cccnc4n3)CC2)cc1	-6	0.9%	-2%	7%	-12%	3	-1	-3%	2	-2%	11
Cc1cccc(/C=C/c2onc(C)c2S(=O)(=O)N2CCC(C(=O)NC(C)C)CC2)c1	-10	0.3%	/	2%	24%	2	6	/	?	-12%	27
C[C@@]12CCC=C[C@H]1[C@H](c1ccc(F)c(/C=C/c3ccccc3)c1)N(Cc1ccccc1)C2=O	-17	-0.5%	5%	3%	/	2	4	3%	17	-4%	13
CC(NC(=O)COC(=O)c1cc([N+](=O)[O-])ccc1N1CCOCC1)c1ccc(F)cc1 (stereo not given)	-2	-0.1%	/	8%	/	/	27	/	15	/	-1
COc1ccc(CCNC(=O)COc2ccc([N+](=O)[O-])cc2)cc1	2	-0.5%	6%	1%	19%	3	4	1%	11	-1%	-14
CCC(C)(C)n1nnnc1CN1CCN(c2nc3ccc(C)cc3cc2C#N)CC1	-7	-0.2%	-1%	0%	24%	2	5	1%	-2	0%	0
CC(=O)N1C=CN(C(C)=O)C(c2cn(C)c3ccccc23)C1c1cn(C)c2ccccc12 (stereo not given)	-8	-0.1%	1%	3%	13%	-4	-4	-1%	9	6%	0
CC(C)C[C@H](NC(=O)c1[nH]cnc1C(=O)N[C@@H](C)C(=O)OC(C)(C)C)C(=O)OC(C)(C)C	-3	-0.3%	0%	-3%	/	-12	-2	1%	?	1%	-1
COc1ccc(/C(N)=N/OC(=O)CC2CCCCC2)cc1OC	15	-0.4%	-2%	1%	/	/	-26	-9%	26	0%	-2
O=C1C=C(O)c2c(O)cccc2C1=O	/	-0.5%	-14%	-7%	/	2	/	5%	-4	-30%	/
Cc1cccc(-c2noc(-c3ccccc3C(=O)NCC3CCCO3)n2)c1 (stereo not given)	11	0.1%	13%	1%	-15%	5	-3	2%	1	1%	7
CCN(CC)CCCN1C(=O)C(=O)/C(=C(/O)c2cc(C)ccc2C)C1c1cccnc1 (stereo not given)	3	-0.1%	-6%	0%	11%	1	-3	0%	-2	0%	-2
